DUSP3 inh: VHR1 phosphatase inhibitors, primary screen, biochemical, colorimetric, HTS; Dual specificity protein phosphatase 3 (Homo sapiens), P51452; recombinant VHR phosphatase, colorimetric substrate read-out; inhibition, % at 20 µM; 50,000 compounds, 0.7% hits; AID 1992, 2009; in the data active means inhibition above about 60%; further: some results filed as inactive read as strong as hits
Target sequence (P51452 whole entry, looked up): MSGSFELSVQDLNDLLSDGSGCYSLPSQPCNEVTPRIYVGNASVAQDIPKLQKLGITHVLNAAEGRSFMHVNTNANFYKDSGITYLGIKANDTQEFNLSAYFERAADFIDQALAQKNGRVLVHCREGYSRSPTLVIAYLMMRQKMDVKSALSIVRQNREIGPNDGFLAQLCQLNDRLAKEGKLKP
* = called active by the depositor. This is a subset; the hit share may differ from the screen's.

SMILES	DUSP3 inh
COc1ccc(-c2cc(C(=O)N/N=C/c3c(C)[nH]c4ccccc34)[nH]n2)cc1	24
Cc1cccc(C(C)C)c1NC(=O)Nc1ccc(Cl)cc1	7
Cc1cc2c(cc1C)C(=O)NC(C)(C)C2	-21
CC1=C(C(=O)Nc2ccccc2)C(c2ccc3c(c2)OCO3)NC(=S)N1 (stereo not drawn)	62
CSC(=NSc1ccc([N+](=O)[O-])cc1)SC	-9
CCc1c(C)sc(NC(=O)c2ccc(F)cc2)c1C(=O)OC(C)C	-6
CCc1ccccc1NC(=O)C(F)(Cl)C(F)(F)F (stereo not drawn)	-9
CCOC(=O)NCS(=O)(=O)c1ccc(C)cc1	-7
O=C1/C(=C\c2cccc([N+](=O)[O-])c2O)SC(=S)N1c1ccccc1	14
O=C(CSc1nc2ccccc2[nH]1)Nc1ccccc1-c1ccccc1	19
O=C(O)c1cc(-c2cccc(Cl)c2)nc2ccccc12	-15
O=c1[nH]cnc2c1cnn2CCOc1ccccc1	-27
CCCN1C(=O)c2ccccc2NC1c1ccc(Br)cc1 (stereo not drawn)	-5
Cc1ccc(/C=C2/C(=O)NC(=O)N(c3ccc(Cl)cc3)C2=O)o1	11
CCN1C(=O)NC(c2ccccc2[N+](=O)[O-])C(C(=O)OCCOC)=C1C (stereo not drawn)	-58
O=C(Nc1cc(C(F)(F)F)ccc1Cl)c1ccc2ccccc2n1	-11
COc1ccc(/C(C)=N/N=C2/NC(=O)C(CC(=O)Nc3ccc(C)cc3)S2)cc1 (stereo not drawn)	-11
Cc1ccccc1N1C(=O)CC(SC2=NCCS2)C1=O (stereo not drawn)	2
O=C(O)c1ccc([N+](=O)[O-])c2c1NC(C1CC=CCC1)C1CC=CC21 (stereo not drawn)	10
C=CCc1cccc2cc(C(=O)Nc3ccc(NC(C)=O)cc3)c(=O)oc12	14

Copied from the results shown for reference:
SMILES	DUSP3 inh
COc1ccc(-c2cc(C(=O)N/N=C/c3c(C)[nH]c4ccccc34)[nH]n2)cc1	24
Cc1cccc(C(C)C)c1NC(=O)Nc1ccc(Cl)cc1	7
Cc1cc2c(cc1C)C(=O)NC(C)(C)C2	-21
CC1=C(C(=O)Nc2ccccc2)C(c2ccc3c(c2)OCO3)NC(=S)N1 (stereo not drawn)	62
CSC(=NSc1ccc([N+](=O)[O-])cc1)SC	-9

Next results follow:
SMILES	DUSP3 inh
COc1ccc(C(=O)Nc2ccc3nn(-c4ccc(C)c(Cl)c4)nc3c2)cc1[N+](=O)[O-]	-21
CCCOC(NC(=O)CC)(C(F)(F)F)C(F)(F)F	3
Nc1ccc(-c2ccc(N3C(=O)c4cccc5c(Cl)ccc(c45)C3=O)cc2)cc1	-21
CC(C)C(C(=O)O)N1C(=O)/C(=C/c2ccc3c(c2)OCO3)SC1=S (stereo not drawn)	-17
O=C(Nc1cccc(F)c1)C1CC(=O)N(c2ccccc2)C1 (stereo not drawn)	6
NC(=O)SCC(=O)Nc1ccc(Br)cc1	-11
O=C(NCCN1CCOCC1)c1ccccc1Br	7
CCOC(=O)CC(=O)c1sc2nccc(N(C)C)c2c1N	0
COc1cccc(C(=O)Nc2ccc3oc(-c4ccc(F)cc4Cl)nc3c2)c1	5
O=C1N/C(=N\Nc2ccccc2)S/C1=C\c1ccc(Cl)cc1Cl	-12
O=C1C=CC(=NS(=O)(=O)c2ccc(Cl)c([N+](=O)[O-])c2)C=C1	1
CC(C)CNC(=O)c1cccc(NC(=O)c2ccccc2Cl)c1	-12
C=CCN1C(=O)/C(=C\c2cccc(OCc3cccc4ccccc34)c2)SC1=S	-17
CCCCC1(O)CC(c2ccc(OC)cc2)NC(c2ccc(OC)cc2)C1C (stereo not drawn)	-30
COc1ccc(CCNC(=O)C2CC2(c2ccccc2)c2ccccc2)cc1OC (stereo not drawn)	-27
COc1ccc(/C=C2\C(=O)NC(=O)N(c3cccc(C)c3)C2=O)c(C)c1	-9
Cc1cccc(C(=O)Nc2ccc(OC(F)(F)F)cc2)c1	-5
CC(C)(Oc1ccc(-c2ccco2)cc1)C(=O)O	-4
CCOC(=O)C1=C(C)OC(N)=C(C(=O)OCC)C1c1ccccc1[N+](=O)[O-] (stereo not drawn)	3
COC(=O)C1=C(C)NC(=S)NC1c1ccc(C(C)C)cc1 (stereo not drawn)	0

Three entries out of the list, ordered by SMILES length, high to low:
SMILES	DUSP3 inh
C=CCN1C(=O)/C(=C\c2cccc(OCc3cccc4ccccc34)c2)SC1=S	-17
CC(C)CNC(=O)c1cccc(NC(=O)c2ccccc2Cl)c1	-12
CC(C)(Oc1ccc(-c2ccco2)cc1)C(=O)O	-4

5 entries drawn at random from those above:
SMILES	DUSP3 inh
CCOC(=O)C1=C(C)OC(N)=C(C(=O)OCC)C1c1ccccc1[N+](=O)[O-] (stereo not drawn)	3
Cc1cccc(C(=O)Nc2ccc(OC(F)(F)F)cc2)c1	-5
COc1ccc(CCNC(=O)C2CC2(c2ccccc2)c2ccccc2)cc1OC (stereo not drawn)	-27
CCCCC1(O)CC(c2ccc(OC)cc2)NC(c2ccc(OC)cc2)C1C (stereo not drawn)	-30
CC(C)(Oc1ccc(-c2ccco2)cc1)C(=O)O	-4

Continued.
SMILES	DUSP3 inh
CC1=NN(C(=O)OC(C)(C)C)C(O)(c2ccncc2)C1 (stereo not drawn)	-24
O=C(CNc1cccc2ccccc12)N/N=C/c1cn(Cc2ccccc2)c2ccccc12	-2
CCOC(=O)c1ccc(N2C(=O)CC(NCCc3ccc(OC)cc3)C2=O)cc1 (stereo not drawn)	0
COc1ccc(C2CC(=O)C3=C(C2)Nc2ccccc2NC3c2cc(Br)ccc2OC)cc1OC (stereo not drawn)	-8
O=C1NC(=S)N(c2ccc(Cl)cc2)C(=O)/C1=C\c1ccc(-c2cccc(C(=O)O)c2)o1	-7
O=C(CSc1nsc(SCC(=O)C2CC2)n1)C1CC1	18
CN(C)S(=O)(=O)c1ccc(C(=O)Nc2cc(Cl)cc(Cl)c2)cc1	-6
O=C1N/C(=N/N=C/c2ccccc2)SC1Cc1ccccc1Cl (stereo not drawn)	-18
CN(C(=O)COc1ccc(Cl)cc1Cl)C1CCS(=O)(=O)C1 (stereo not drawn)	0
CC(=O)n1nc(-c2ccccc2)c(-c2nc3ccccc3[nH]2)c1C	1
C=CCOc1cccc(/C=C/C(=O)c2ccc(Cl)cc2)c1	-4
COc1ccc(S(=O)(=O)N(CCc2ccccc2)CC(=O)NC2CCCCC2)cc1	0
Cc1ccc(NC(=O)c2cccc(N3C(=O)C4C5c6ccccc6C(c6ccccc65)C4C3=O)c2)cc1Cl (stereo not drawn)	-14
O=C(O)CCCNC(=O)COc1ccccc1	6
COc1ccc(CNC(=O)c2ccc([N+](=O)[O-])cc2)cc1	-30
O=C(CCCOc1ccccc1)Nc1ccc(S(=O)(=O)Nc2nccs2)cc1	-13
CN(C)C1=C(C#N)C(C2CCCCC2=O)c2c(c3ccccc3n2C)N1c1ccc([N+](=O)[O-])cc1 (stereo not drawn)	37
CC1=C/C(=N\N=C2\NC(=O)C(CC(=O)Nc3ccc(Cl)cc3)S2)CC(C)(C)C1 (stereo not drawn)	4
Cc1cc(/C=C2\C(=O)NC(=O)N(c3ccccc3F)C2=O)c(C)n1-c1cccc([N+](=O)[O-])c1	15
O=C(/C=C/c1ccc(Cl)cc1)Nc1ccc(NC(=O)c2ccco2)cc1	-13
COc1ccc(NC(=O)/C(=C\c2cccc([N+](=O)[O-])c2)NC(=O)c2cccs2)cc1	5
NC(=O)c1ccc(Cl)c(S(=O)(=O)N2CCOCC2)c1	-4
COc1ccc(C2CC(=O)C3=C(C2)Nc2ccccc2NC3c2ccc3ccccc3c2)cc1 (stereo not drawn)	11
COc1ccc(C2=NN(C(=O)CCC(=O)O)C(c3cccc([N+](=O)[O-])c3)C2)cc1 (stereo not drawn)	4
CC1=C(C(=O)OC(C)C)C(c2ccc(C)c([N+](=O)[O-])c2)C2=C(CCCC2=O)N1 (stereo not drawn)	-20
CC(C)CN1C(=O)/C(=C/c2ccc(Cl)cc2Cl)SC1=S	8
NS(=O)(=O)c1ccc(NC(=O)c2ccccc2C(=O)O)cc1	-7
Cc1ccc2oc(-c3ccc(NC(=O)c4cccs4)cc3)nc2c1	-3
COc1cccc(C(=O)N2CCN(C3CCCCC3OC)CC2)c1 (stereo not drawn)	17
COc1ccccc1C(=O)N1CCN(C2CCN(Cc3ccccc3)CC2)CC1	15

Three of the compounds above, in CSV form:
structure,DUSP3 inh
COc1ccc(C2=NN(C(=O)CCC(=O)O)C(c3cccc([N+](=O)[O-])c3)C2)cc1 (stereo not drawn),4
CC(C)CN1C(=O)/C(=C/c2ccc(Cl)cc2Cl)SC1=S,8
COc1cccc(C(=O)N2CCN(C3CCCCC3OC)CC2)c1 (stereo not drawn),17

More structures:
SMILES	DUSP3 inh
C#CCSc1nncn1C(=O)/C=C/c1ccco1	-18
C/C(=N\N=C\c1cccc([N+](=O)[O-])c1)C1C(=O)c2ccccc2C1=O	-13
O=C(CN(CCc1ccccc1)S(=O)(=O)c1ccc(Cl)cc1)NCc1ccccn1	9
COc1ccc(CN2CCN(S(=O)(=O)c3ccccc3)CC2)cc1OC	-10
Cc1nc(Nc2nc(-c3ccccc3)cc(=O)[nH]2)nc2c(C)cccc12	-22
NNC(=O)c1ccc(-n2c(-c3ccccc3)ccc2-c2ccccc2)cc1	6
Clc1ccc(CSc2nnc(-c3ccccc3)o2)c(Cl)c1	21
CCOc1cccc(N2C(=O)CC(N3CCN(C)CC3)C2=O)c1 (stereo not drawn)	-1
CCOC(=O)c1ccc(NC(=S)NC(=O)c2ccc(Cl)cc2)cc1	-3
CCOC(=O)C1=C(C)N=c2s/c(=C\c3ccc(O)c(OC)c3)c(=O)n2C1c1ccc(C)cc1 (stereo not drawn)	-9
COc1ccc(C=C2C(=O)N(c3ccc(C)cc3)C(=S)N(c3ccc(C)cc3)C2=O)cc1C(=O)O	5
O=C(c1cccnc1)N1N=C2CCCCCC2C1(O)C(F)(F)F (stereo not drawn)	26
CCOC(=O)c1cn(-c2ccc(F)c(F)c2)c2c(F)c(F)c(F)c(F)c2c1=O	-6
Cc1cc(OCC(=O)c2ccc(F)cc2)c2c3c(c(=O)oc2c1)CCCC3	-3
Cc1cccc(NC(=O)CSc2nc3ccc(N4C(=O)c5ccccc5C4=O)cc3s2)c1C	-10
Cc1cccc(NC(=O)CSc2nc3ccccc3s2)c1C	2
COc1cc(NC(=O)COc2ccccc2C)cc([N+](=O)[O-])c1	6
O=C(Nc1ccccc1C(=O)Nc1ccc(Br)cn1)c1ccccc1Cl	8
COC(=O)C1=C(C)N(C)C(=O)/C1=C\c1ccccc1Cl	-8
Cc1c(Cl)cccc1NC(=O)c1ccc(Br)o1	1
CSc1ccc(CN2CCN(Cc3cc(Br)ccc3O)CC2)cc1	-14
COc1cccc(C2c3c(-c4ccccc4)n[nH]c3C(=O)N2c2ccccc2)c1 (stereo not drawn)	-1
O=C1NC(c2ccc([N+](=O)[O-])cc2)Nc2c1sc(=S)n2-c1ccccc1 (stereo not drawn)	-14
O=C(CSc1nc2ccccc2o1)Nc1ccc(/C=C/c2ccccc2)cc1	-2
O=c1ccc([N+](=O)[O-])ccc1Nc1ccccn1	-10
CCOC(=O)c1ccc(NC(=O)C(=O)NCCOC)cc1	12
Cc1cc(=O)[nH]c(Nc2nc3ccccc3o2)n1	-15
Cc1ccc(-c2cc3nc(C)c(Cl)c(=O)n3[nH]2)cc1	-10
COC(=O)c1cc(Br)c(C)c(NC(C)=O)c1[N+](=O)[O-]	-18
COc1cc(C=C2C(=O)N(c3ccc(C)cc3)C(=S)N(c3ccc(C)cc3)C2=O)ccc1O	-26
O=C(O)CCn1c(SCCc2ccccc2)nc2ccccc21	-38
N/C(=N\OC(=O)c1ccc(Cl)c([N+](=O)[O-])c1)c1ccncc1	5
Cc1ccc2oc(C(=O)Nc3ccc(F)cc3)c(C)c2c1	-7
CCCC(=O)NS(=O)(=O)c1ccc(NC(=O)c2cccc(Br)c2)cc1	1
Cc1cc(Cl)ccc1OCC(O)CNC(C)C (stereo not drawn)	17
Cc1ccccc1C(=O)Nc1ccc([N+](=O)[O-])cn1	8
O=C(O)c1ccc(NC(=S)N/C(=N/S(=O)(=O)c2ccc(Cl)cc2)c2ccccc2)cc1	-14
CCOC(=O)c1ccc(P(=O)(C(C)(C)C)C(C)(C)C)cc1	6
O=C(CNc1n[nH]c(=O)[nH]c1=O)N/N=C/c1ccc(C(F)(F)F)cc1	9
C=CCOC(=O)C1=C(C)NC(C)=C(C(=O)OCC=C)C1c1ccc(N(C)C)cc1	-12
CCOC(=O)N1CCN(C(=O)Nc2ccc3nc(-c4ccccc4)c(-c4ccccc4)nc3c2)CC1	8
O=c1/c(=C/C=C/c2ccccc2Cl)sc2nc3ccccc3n12	4
CC(NC(=O)/C(C#N)=C/c1ccc(N(C)C)cc1)c1ccccc1 (stereo not drawn)	8
O=C(c1sc2ccccc2c1Cl)N1CCN(C/C=C/c2ccccc2)CC1	4
O=C1CC(N2CCC(Cc3ccccc3)CC2)C(=O)N1c1cccc(Cl)c1 (stereo not drawn)	-22
CCCCNC(=O)c1cc2nc(-c3ccc(OCC)cc3)cc(C)n2n1	-15
CC(C)c1ccc(/C=C2/SC(=S)N(c3cccc(Cl)c3)C2=O)cc1	-35
O=C(Nc1cccc(C(F)(F)F)c1)c1ccc(I)cc1	-15
O=C(c1cccc(Br)c1)N1CCCCC1	-5
O=C1/C(=C/C(Cl)=C/c2ccc([N+](=O)[O-])cc2)SC(=S)N1c1ccc(O)cc1	7
New compounds follow.
SMILES	DUSP3 inh
Nc1ncc(Cc2ccc(F)cc2)s1	23
COC(=O)CCC(=O)Nc1cc(C)ccc1C	-8
O=C1C(=Cc2ccc(O)c(Cl)c2)C(=O)c2ccccc21	-6
O=C1N=c2ccccc2=C1c1sc(=S)n(NC(=O)c2ccccc2Br)c1O	28
Cc1ccc(/C=C2\SC(=S)N(Nc3ccccc3)C2=O)o1	2
O=C(N/N=C\c1cn(-c2ccccc2)nc1-c1ccccc1)c1ccc(Br)cc1	-18
C=C1CSc2nc(=O)c3c4c(sc3n21)CCCC4	0
